# Screening data from PubChem.
# Hsp70 inhibitors: Hsp70 inhibitors, probe displacement, primary screen, biochemical, fluorescence polarization (AID 583); Hsp70 fluorescence polarization probe displacement, mP; higher % means a stronger effect; displacement, % at 20 µM; hits with a dose series show IC50 in µM; 140,000 tested, 0.06% active; in the data active = displacement above about 50%;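 also: plate controls were vehicle for no effect and reference ligand for full effect; a part of the inactive calls stands beside numbers as strong as those of hits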
# MKP-3 inhibition: inhibition of rat DUSP6 enzyme activity – biochemical, in vitro, primary screen (AID 425); inhibition, % at 20 µM, or IC50 in µM where a hit was titrated; recombinant MKP-3 phosphatase activity, fluorescence; higher % means a stronger effect; 110,000 tested, 0.17% active; in the data active = inhibition above about 50%;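 also: plate controls were vehicle for no effect and reference inhibitor for full effect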
# Starred values were filed as active, the others as inactive; . = not tested or not shown; & = joins results of further samples. These rows are one share of the data. The share of hits here may be higher or lower than overall.
SMILES,Hsp70 inhibitors,MKP-3 inhibition
Cc1cc(=O)n(CCc2ccccc2)c(O)c1C#N,7.3%,.
Cc1ccnc(NC(=O)c2ccc(N3C(=O)CCC3=O)cc2)c1,3.6%,.
Cc1cc2n(c(=O)c1C#N)CCCN2c1cccc(Cl)c1,3.5%,.
CC1=CC(=C2N=C(c3ccccc3)OC2=O)C=C(C)O1,-85%,-14%
CCOC(=O)COc1ccc(/C=N\n2cnnc2)cc1OC,-0.6%,0%
O=C1N=c2ccccc2=C1c1sc(=O)n(-c2cccc(O)c2)c1O,0.9%,6%
Cc1cc(C)nc(NS(=O)(=O)c2ccc(NC(=O)Cn3c(=O)oc4ccccc43)cc2)n1,.,-9%
CC(C)CC(=O)Nc1nc(-c2ccc3ccccc3c2)cs1,3.5%,5%
Nc1nc2ccc(N3CCOCC3)cc2s1,0.4%,-2%
COc1ccc(Nc2nc(N)nc(CN3CCN(c4ccccn4)CC3)n2)cc1,4.4%,-4%
CC(C)NC(=O)CCNC(=O)c1ccc(F)cc1,-0.2%,7%
O=C(NCC1CCCO1)c1cccs1 (configuration not stated),-2.6%&4.1%,4%&-2%
Cc1ccc(N(Cc2c(O)ccc3ccccc23)C(=O)c2cccc([N+](=O)[O-])c2)cc1,-2.9%,4%
O=c1c2cn[nH]c2[nH]c(=S)n1-c1ccccc1F,0.6%,4%
CCOC(=O)CSC(C)C(=O)Nc1nnc(C(C)C)s1 (configuration not stated),14%,4%
COc1ccccc1CN1CCN(Cc2c[nH]c3ccccc23)CC1,-5.9%,2%
Cc1ccc(NC(=O)N2CCOCC2)c(C)c1,2.0%,.
O=C(NC1CCCCCCC1)c1c(O)c2ccccc2[nH]c1=O,1.2%,-8%
CC(=O)c1c(N2CCCCC2)nc(=S)n(-c2ccccc2)c1C,1.3%&2.9%,-5%&4%
CCc1ccccc1NC(=O)C1COc2ccccc2O1 (configuration not stated),1.7%,4%
COc1ccc(/C=C2\CCc3cc(OC)ccc3C2=O)cc1,0.6%,3%
COc1cc(NS(=O)(=O)c2ccc(Cl)cc2)cc(OC)c1,8.3%,3%
COc1ccc(NC(=O)CC2SC(=NCc3ccccc3OC)NC2=O)cc1 (configuration not stated),0.6%,-2%
CSc1nnc2n(-c3ccc(C)cc3)c(=O)c3c4c(sc3n12)COC(C(C)C)C4 (configuration not stated),7.9%,-5%
Brc1ccccc1-c1nc2ccccc2[nH]1,-3.1%,-2%
O=c1oc2c(CN3CCOCC3)c(O)ccc2cc1-c1nc2ccccc2s1,70%,4%
Cc1nc(CSc2ccc(Cl)cc2)cc(NCc2ccccc2)n1,2.2%,.
CC1=C(C(=O)OC(C)C)C(c2ccncc2)n2ncnc2N1 (configuration not stated),3.4%,-2%
CCOc1ccc2nc3ccc4[nH]onc4c3c2c1,1.3%,-9%
COC(=O)CCC(=O)Nc1cccc2ccccc12,0.1%,.
CC(=O)COc1ccc2c(c1)oc(=O)c1ccccc12,-1.4%,3%
COC(=O)Cc1[nH]nc2c1C1(C(=O)N(Cc3ccccc3)c3ccccc31)C(C#N)=C(N)O2 (configuration not stated),1.6%,-6%
COCc1nnc(NS(=O)(=O)c2ccc(C)cc2)s1,-0.6%,-1%
CN(C)c1ccc(CN(C)C2CCCCC2)cc1,.,-5%
Cc1ccc(OCCSc2nc3ccccc3[nH]2)cc1,-2.1%,-1%
CN1C(=O)CSc2ccc(NC(=O)N3CCN(c4ccccn4)CC3)cc21,0.2%,-6%
O=C(C1CCN(Cc2ccccc2)CC1)N1CCCC1,-4.7%,-8%
N#Cc1c(-c2ccc(F)cc2)noc1N,-1.4%,.
COc1ccc(CNC(=O)c2csnn2)cc1,4.0%,-18%
O=C(/C=C/c1ccc(-c2cccc(Br)c2)o1)c1ccco1,-2.5%,2%

# The closing six compounds of the section above lead into the next:
SMILES,Hsp70 inhibitors,MKP-3 inhibition
Cc1ccc(OCCSc2nc3ccccc3[nH]2)cc1,-2.1%,-1%
CN1C(=O)CSc2ccc(NC(=O)N3CCN(c4ccccn4)CC3)cc21,0.2%,-6%
O=C(C1CCN(Cc2ccccc2)CC1)N1CCCC1,-4.7%,-8%
N#Cc1c(-c2ccc(F)cc2)noc1N,-1.4%,.
COc1ccc(CNC(=O)c2csnn2)cc1,4.0%,-18%
O=C(/C=C/c1ccc(-c2cccc(Br)c2)o1)c1ccco1,-2.5%,2%
CCOC(=O)c1ccc(N2C(=O)CC(N3CCC(O)(c4ccc(Cl)cc4)CC3)C2=O)cc1 (configuration not stated),6.1%,3%
CCCCC(=O)Nc1cc(NC(=O)CCCC)cc(C(=O)O)c1,5.2%,8%
CCn1c(SCC(=O)N2CCC(C(N)=O)(N3CCCCC3)CC2)nc2ccccc2c1=O,5.6%,-16%
CCc1nnc(NC(=O)CSc2nnc3scc(-c4ccc(C)cc4)n23)s1,6.4%,7%
CCOC(=O)Cc1cc(=O)n2[nH]c(C)c(C#N)c2n1,-0.2%,.
O=C(CSc1nnc(Cc2cccs2)n1Cc1ccco1)Nc1cc(Cl)cc(Cl)c1,-0.4%,-8%
CCc1cc(-c2[nH]ncc2-c2ccc3c(c2)OCO3)c(O)cc1O,0.3%,-6%
Cn1cnnc1SCCC(=O)Nc1ccccc1,4.6%,0%
COc1cccc(C(=O)Nc2ccc3c(c2)C(=O)N(CCC(=O)O)C3=O)c1,1.7%,.
CCOC(=O)CCCCC(=O)c1[nH]c(=O)[nH]c1CSc1nc2ccccc2[nH]1,.,1%
CCc1nc(SCc2cccnc2)[nH]c(=O)c1C,3.3%,3%
CCSc1nnc(NC(=O)/C=C/c2ccc(Cl)cc2)s1,-0.4%,0%
Cc1c(C#N)c2ccccc2n1CC(=O)O,5.8%,-14%
O=C(NCc1ccncc1)c1cnccn1,5.7%,-11%
Cn1c(CNc2nc3ccccc3n2CCN2CCCCC2)nc2ccccc21,-6.1%,-13%
Cc1nn(-c2ccccc2)c(C)c1-c1cccc([N+](=O)[O-])c1,4.7%,2%
CCCn1c(N)[n+](CC(=O)c2ccco2)c2ccccc21,1.8%,.
Cc1cc(C)c(C(CC(=NNC(N)=O)c2cccs2)C(C#N)C#N)c(C)c1 (configuration not stated),-2.0%,1%
CC(=O)NC1C(=O)Nc2c1cccc2C(F)(F)F (configuration not stated),.,-10%
Cc1cc(N)n(-c2ncnc3scc(-c4ccc(Cl)cc4)c23)n1,-1.4%,.
CC(=O)C1=C(O)C(=O)N(CCCC(=O)O)C1c1ccc(I)cc1 (configuration not stated),2.9%,2%
Cc1ccc(Cn2c(-n3nc(C)cc3C)nc3c2c(=O)[nH]c(=O)n3C)cc1,-0.7%,-10%
CCOc1ccccc1NS(=O)(=O)N(C)C,-2.9%,.
O=C(CNC(=O)c1ccccc1)OC(C(=O)Nc1cc(C(F)(F)F)ccc1Cl)c1ccccc1 (configuration not stated),0.4%,.
CCCOc1ccc(N2C(=O)C3ON(c4ccccc4)C(CCC)C3C2=O)cc1 (configuration not stated),-4.7%,.
CCCn1c(C)cc(=O)c2cc(NC(=O)c3ccccn3)ccc21,1.8%,-7%
Cc1ccn2c(NC3CCCCC3)c(C)nc2c1,0.1%,8%
CCN(CC)c1nc(C#N)cc(-c2ccc(OC)cc2)n1,3.5%,3%
O=C(Nc1cccc2c1C(=O)NC2=O)c1ccc(S(=O)(=O)N2CCCC2)cc1,7.5%,6%
Cc1cccc(N2CCc3c2nc2ccc(Br)cc2c3N)c1,-1.3%,.
C=CCn1c(SCC(=O)Nc2sccc2C#N)nc2sc(C)c(C)c2c1=O,-2.5%,.
COc1ccc(-c2c(C#N)c(C)nc3c2C(=O)c2ccccc2-3)cc1,-16%,.
O=C(c1ccc(Cl)cc1)N1CCN(c2nc(N3CCCCC3)nc(N3CCCCC3)n2)CC1,.,2%
CC1CCCCN1C(=O)CSc1nnc(CSc2ncccn2)n1C (configuration not stated),-1.3%,.
Cc1cc2nc(NC3=NCN(CCN4CCOCC4)CN3)nc(C)c2cc1C,1.2%,-15%
O=C(c1ccccc1)c1ccc(OCC(O)CN2CCN(S(=O)(=O)N3CCCCC3)CC2)cc1 (configuration not stated),-3.7%,.
O=C(Nc1sc2c(c1-c1nc3ccccc3[nH]1)CCCC2)C1CC1,-0.7%,.
COc1ccccc1NC(=O)c1cc2ccccc2o1,1.6%&-0.6%,3%
Cc1cc(C)c(OCCCN2CCOCC2)c(Cl)c1,3.2%,3%
CCOC(=O)N1CCN(C(=O)C(c2ccccc2)c2ccccc2)CC1,-1.2%,6%
COc1cccc(N2C(=O)C(O)=C(C(C)=O)C2c2ccc(OC)c(OC)c2)c1 (configuration not stated),0.7%,0%
Cc1ccccc1OCCCC(=O)Nc1ccc2c(c1)OCO2,6.5%,0%
COc1ccc(C)cc1C(=O)CCC(=O)Nc1ccccc1N1CCOCC1,0.1%,-3%
CC(=O)c1nc2ccccc2n1S(=O)(=O)c1ccc(C)cc1,-0.5%,-19%
CC(=O)N1CCc2cc(Br)cc(S(=O)(=O)N3CCN(c4ccccn4)CC3)c21,-6.0%,-11%
CCC(=O)N1c2ccc(C)cc2C(=C2SC(C(=O)OC)=C(C(=O)OC)S2)C(=S)C1(C)C,11%,0%
COc1cc(OC)c(C2Nc3ccccc3NC3=C2C(=O)CC(c2ccccc2)C3)cc1OC (configuration not stated),0.6%,-1%
N#CC(C#N)=C1NC2(CCCCC2)Cc2ccccc21,-0.9%,5%
O=C1c2cccc3cc([N+](=O)[O-])cc(c23)C(=O)N1Nc1ccccc1,-3.3%,-3%
COc1ccc(NC(=O)c2c(-c3c(Cl)cccc3Cl)noc2C)c(OC)c1,0.1%,1%
CCCCCCCCn1c(C)cc(=O)[nH]c1=O,-3.3%,-2%
Nc1nc(SCc2nnc(SCC(=O)O)n2-c2ccccc2)nc2sc3c(c12)CCCC3,3.2%,.
COc1ccccc1CNC(=O)c1cn(C)c(=O)c2cc(OC)c(OC)cc12,7.7%,.
COc1cc(OC)cc(C(=O)Nc2cc(NC(=O)c3ccco3)ccc2OC)c1,5.6%,0%
O=C(O)c1ccc2c(c1)C1C=CCC1C(c1ccc([N+](=O)[O-])cc1)N2 (configuration not stated),37%,49%
O=C(c1ccccc1)N1CCN(C2CCCCCC2)CC1,4.4%,3%
O=C(Nc1c2c(nn1-c1ccc(F)cc1)CS(=O)(=O)C2)C12CC3CC(CC(C3)C1)C2,-0.3%,-10%
CN1Cc2c(N)cccc2C(c2ccccc2)C1 (configuration not stated),9.6%,-9%
Cc1ccc(-c2nn3c(-c4ccco4)nnc3c3ccccc23)cc1S(=O)(=O)NCC1CCCO1 (configuration not stated),2.0%,-1%
CC(=O)c1ccc(S(=O)(=O)N2CCCC2)cc1,1.6%,.

# Looked up one by one from above (4):
SMILES,Hsp70 inhibitors,MKP-3 inhibition
CCCCCCCCn1c(C)cc(=O)[nH]c1=O,-3.3%,-2%
CC(=O)c1ccc(S(=O)(=O)N2CCCC2)cc1,1.6%,.
Nc1nc(SCc2nnc(SCC(=O)O)n2-c2ccccc2)nc2sc3c(c12)CCCC3,3.2%,.
CCC(=O)N1c2ccc(C)cc2C(=C2SC(C(=O)OC)=C(C(=O)OC)S2)C(=S)C1(C)C,11%,0%

# Continuation.
SMILES,Hsp70 inhibitors,MKP-3 inhibition
CCC(C)Cn1c(C(C)O)nc2ccccc21 (configuration not stated),-5.0%,.
O=C(NC(=S)N1CCN(CCN2C(=O)c3cccc4cccc(c34)C2=O)CC1)c1ccc2c(c1)OCO2,1.7%,5%
Cn1c(-c2ccc(Br)o2)nc2cc(Br)ccc21,7.6%,1%
O=C(COc1ccccc1)Nc1ccc(-c2nc3ncccc3o2)cc1,4.6%,3%
CCOc1ccc2nc(NC3=NCN(Cc4ccco4)CN3)nc(C)c2c1,1.6%,-5%
COC(=O)C1=C(Nc2ccc(C)cc2)C=C(C)C(C(=O)OC)C1c1ccc(OC)cc1 (configuration not stated),10%,.
CC(C)CCNC(=O)C1C2C=CC3(CN(Cc4ccccc4Cl)C(=O)C13)O2 (configuration not stated),4.6%,-4%
O=C(CSc1ccc2nnc(-c3ccccc3)n2n1)N1CCN(c2ccccc2)CC1,5.2%,-9%
Cc1ccccc1NCC(=O)N/N=C\c1cc(Br)cc(Br)c1O,0.6%,0%
COc1cc(C(=O)OCC(=O)c2cc(C)n(C)c2C)cc(OC)c1OC,-2.1%,-6%
O=C(O)C1CCN(C(=O)c2ccccc2Cl)CC1,2.3%,.
C=CCOc1ccc(C2c3c(oc4ccccc4c3=O)C(=O)N2CCCN2CCOCC2)cc1 (configuration not stated),3.0%,-12%
O=C(c1cc(-c2ccc(Cl)cc2Cl)on1)N1CCN(C(=O)c2ccco2)CC1,-2.6%,.
COC(=O)c1ccc(C(=O)OC)c(NC(=O)COc2ccccc2[N+](=O)[O-])c1,0.5%,1%
O=C(NCc1ccccc1)c1c[nH]c2cc3c(cc2c1=O)OCCO3,4.6%,.
O=C(Nc1c(C(=O)N2CCCCC2)cnn1-c1ccccc1)c1cccc(F)c1,2.4%,0%
O=C(COc1ccccc1)Nc1ccc(O)c(-c2nc3ccccc3o2)c1,-3.0%,6%
Cc1nc(SCC(=O)Nc2nnc(-c3ccccc3)s2)n[nH]1,-0.8%,3%
NC(=O)c1c(NC(=O)c2ccccc2[N+](=O)[O-])sc2c1CCCCCC2,-5.8%,0%
CC(=O)Oc1ccc2oc(C)c(C(=O)N3CCOCC3)c2c1,0.9%,-11%
